From PubChem
Luciferase inh: Firefly luciferase inhibition profiling of diverse chemical library using quantitative high-throughput screening; Luciferin 4-monooxygenase (Photinus pyralis), P08659; purified P. pyralis luciferase, luminescence, biochemical; Potency, µM (top dose mostly 115 µM), without a hit: at the top dose activity change, negative = inhibition, actives largely listed as inhibitors; 76,000 compounds, 2.5% hits; note: potency is the fitted concentration of half-maximal effect; nearly all actives have a fitted effect of over 65% in size
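FLuc 10nM, D-luciferin 10uM, ATP 10uM, Mg acetate 10mM, Tris acetate pH 7.5, Tween/BSA; cpd qHTS; enzyme added last; CCD luminescence.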
HEK cytotox: Cytotoxic Profiling in HEK 293 Cell Line of Diverse Libraries Using Quantitative High-Throughput Screening; HEK 293 viability, ATP luminescence (CellTiter-Glo), 48-72 h; 94,000 compounds, 6.6% hits; Potency, µM (titrated, usually from 115 µM), inactives show at the highest dose activity change, negative = cytotoxicity, hits mostly inhibitors; note: potency is the fitted concentration of half-maximal effect; nearly all actives have a fitted effect of over 60% in size
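250 HEK 293 cells/well; compound by pintool; incubated 48 or 72 hr at 37 degree Celsius; CellTiter-Glo added, 10 min RT, luminescence imaged.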
NIH3T3 tox: Cytotoxic Profiling in NIH 3T3 Cell Line of Diverse Libraries Using Quantitative High-Throughput Screening; NIH 3T3 viability, CellTiter-Glo ATP luminescence, 48-72 h; Potency, µM (top dose mostly 96.7 µM), for inactives: top-dose activity change, negative = cytotoxicity, hits mostly inhibitors; 94,000 compounds, 4.3% hits; AID 1345082, 2018; note: potency is the fitted concentration of half-maximal effect; nearly all actives have a fitted effect of over 55% in size
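Cytotoxicity is measured as loss of cellular ATP: NIH 3T3 cells (400/well) are exposed to compound for 48 or 72 hr at 37 °C, then CellTiter-Glo luminescence is imaged after 10 min at room temperature.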
GPT2 inh: Primary qHTS assay for inhibitors of Glutamate pyruvate transaminase 2 (GPT2). Alanine aminotransferase 2 (Homo sapiens), Q8TD30. Recombinant GPT2, coupled pyruvate oxidase/HRP Amplex Red fluorescence. Potency, µM (series often up to 57.7 µM), for the others: at the highest dose activity change, negative = inhibition, hits mostly inhibitors. 100,000 compounds, 0.25% hits; note: potency is the fitted concentration of half-maximal effect; nearly all actives have a fitted effect of over 60% in size; many of its hits are not listed in these tables
Target sequence (Q8TD30 whole entry, looked up): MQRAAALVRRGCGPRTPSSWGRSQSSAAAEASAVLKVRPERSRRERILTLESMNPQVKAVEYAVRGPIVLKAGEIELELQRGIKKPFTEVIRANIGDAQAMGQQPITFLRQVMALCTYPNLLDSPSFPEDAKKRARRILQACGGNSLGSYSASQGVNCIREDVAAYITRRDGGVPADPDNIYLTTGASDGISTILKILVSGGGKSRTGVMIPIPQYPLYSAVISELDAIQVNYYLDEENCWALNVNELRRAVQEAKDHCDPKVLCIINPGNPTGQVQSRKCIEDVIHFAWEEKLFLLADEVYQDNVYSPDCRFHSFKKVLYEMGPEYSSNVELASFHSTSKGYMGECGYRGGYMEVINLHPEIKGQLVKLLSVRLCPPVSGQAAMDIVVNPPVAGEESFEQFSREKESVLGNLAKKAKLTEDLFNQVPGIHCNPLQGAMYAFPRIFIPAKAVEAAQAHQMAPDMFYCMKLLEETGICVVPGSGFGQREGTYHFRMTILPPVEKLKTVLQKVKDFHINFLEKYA
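GPT2 10ng/uL, a-KG 250uM, L-Ala 2mM, HEPES pH7.5 + 0.0001% Tween; 30 min RT. Then Amplex mix (PO/HRP/ThPP), 30 min RT dark, fluorescence. AOA 50uM used as positive control.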
SNCA expr inhib: Primary qHTS assay for inhibitors of alpha-synuclein gene (SNCA) expression; HEK-293 SNCA-luciferase knock-in, luminescence, 24 h; Potency, µM (highest dose often 57.2 µM), for inactives: top-dose activity change, negative = inhibition, most hits filed as inhibitors; 140,000 compounds, 0.17% hits;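 note: potency is the fitted concentration of half-maximal effect; plate controls were DMSO cells for no effect and cell-free wells for full effect; nearly all actives have a fitted effect of over 45% in size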
IP6K1 inh: Primary qHTS assay for small molecule inhibitors of Inositol hexaphosphate kinase 1 (IP6K1); Inositol hexakisphosphate kinase 1 (Homo sapiens), Q92551; IP6K1 kinase, ADP-Glo luminescence, 2 h; hits give low values; activity change, % (series mostly up to about 58 µM); 140,000 compounds, 0.81% hits; in the data active = activity change below about -25%
Target sequence (Q92551 whole entry, looked up): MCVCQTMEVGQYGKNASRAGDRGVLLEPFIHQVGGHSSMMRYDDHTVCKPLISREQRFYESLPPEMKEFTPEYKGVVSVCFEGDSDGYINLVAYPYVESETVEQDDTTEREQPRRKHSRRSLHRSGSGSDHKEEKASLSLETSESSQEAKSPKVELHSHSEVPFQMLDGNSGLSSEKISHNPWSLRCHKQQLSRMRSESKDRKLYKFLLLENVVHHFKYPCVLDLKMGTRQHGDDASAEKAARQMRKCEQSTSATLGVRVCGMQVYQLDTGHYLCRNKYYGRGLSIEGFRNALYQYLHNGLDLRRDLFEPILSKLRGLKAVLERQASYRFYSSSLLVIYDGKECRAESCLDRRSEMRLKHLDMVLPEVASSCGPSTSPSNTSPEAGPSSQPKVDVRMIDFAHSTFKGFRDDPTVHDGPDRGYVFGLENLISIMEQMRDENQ
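ADP-Glo luminescence measures ADP made by human IP6K1 during a 2 h RT reaction with ATP/IP6 (mix at 1.3 mM/130 uM); top library doses 57.5 and 19.1 uM final.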
HEK293 viab: GF-AFC viability counterscreen for inhibitors of alpha-synuclein gene (SNCA) expression. HEK-293-SNCA-luc viability, GF-AFC fluorescence, 24 h. Potency, µM (top dose mostly 57.1 µM), for the others: top-dose activity change, negative = cytotoxicity, usual class: cytotoxic. 150,000 compounds, 0.12% hits. AID 1671193, 2021;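 note: potency is the fitted concentration of half-maximal effect; 0% = DMSO-treated cells and -100% = medium-only wells without cells; nearly all actives have a fitted effect of over 30% in size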
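HEK-293-SNCA-luc cells (1500/well) plated 24 h, then exposed 24 h to a dilution series; GF-AFC added 30 min at 37C, fluorescence 405/540 nm; normalised to medium-only and DMSO wells, Hill fit.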
* = called active by the depositor; i = inactive; u = inconclusive; x = no result given; [ ] = remark or other dose. Unless noted, calls come from the whole dose curve; as a rule, active = well fitted curve in the direction sought with a large enough effect; inconclusive = small, poorly fitted or top-dose-only effect, or another doubt; inactive = no such curve, though single readings can be large; an effect the other way counts as inactive or inconclusive. Unless noted, % is set by controls: 0 for no effect and ±100 for the full control effect. The list is partial; count on the stated rates, not on these rows.

SMILES	Luciferase inh	HEK cytotox	NIH3T3 tox	GPT2 inh	SNCA expr inhib	IP6K1 inh	HEK293 viab
C1CN2CCC1CC2	x	x	x	1.1%	6.6%[25.6 µM]	2.0	-19.0%[23.9 µM]
Nc1ncccc1CN1CC[C@H]2NCCC[C@]2(C(=O)O)C1	10.8%	i	0.1%	-10.4%	-9.0%	14.0	6.3%
O=C(Nc1ccc(Br)cc1)c1cc(Br)cc(Br)c1O	x	x	x	3.7%	33.6%[25.6 µM]	-39.7*	-29.9%[23.9 µM]
CCC(c1cccs1)N1C(=O)[C@H]2CNC[C@H]2C1=O (stereo partly specified)	4.4%	-24.5%	3.1%	i	u	-9.7	u
COc1ccc(OCC(=O)N2CCN(Cc3ccc(SC)cc3)CC2)cc1	x	x	x	x	-19.7%	-5.4	-8.4%
O=C1NC2(CCCN(Cc3ccncc3)C2)Oc2ccccc21 (stereo unspecified)	0.4%[172 µM]	-7.4%[172 µM]	-14.4%[138 µM]	-2.3%[88.5 µM]	-7.7%[87.6 µM]	8.8	8.6%[87.6 µM]
COc1cccc([C@@H]2CCN(Cc3[nH]c4ccccc4c3C)C[C@H]2O)c1	14.9%	u	u	u	-5.0%	-1.3	-10.4%
CC(=O)O[C@H]1C(=O)[C@]2(C)C(O)C[C@H]3OC[C@@]3(OC(C)=O)[C@H]2[C@H](OC(=O)c2ccccc2)[C@]2(O)C[C@H](O)C(C)=C1C2(C)C (stereo partly specified)	x	x	x	i	x	10.5	2.5%[23.9 µM]
COc1cc2c(cc1OCC1CC1)NC(=O)C21CCN(c2nccc(C(F)(F)F)n2)CC1	-1.0%	u	u	-8.2%	u	-16.9	0.2%
COc1cccc(C2SCC(=O)Nc3c2c(C)nn3-c2ccc(C)c(Cl)c2)c1OC (stereo unspecified)	x	x	x	x	2.0%	-0.9	13.3%
C[C@]12CC[C@H]3[C@@H](CCC4=CC(=O)CC[C@@H]43)[C@@H]1CC[C@@H]2O	x	x	x	-4.5%	8.3%[25.6 µM]	13.2	9.3%[23.9 µM]
Nc1c(C(=O)Nc2ccc(F)c(Cl)c2)sc2nc3c(cc12)N1CCC3CC1	x	x	x	x	-2.3%	26.3	u
CN(C)[C@@H]1CN(C(=O)Cc2ccccc2)C[C@H]1CO	2.0%	0.7%	i	1.8%	-1.2%	-10.1	-5.2%
CCC(CC)c1cc([C@H]2CN3CC[C@H]2C[C@@H]3CNC(=O)c2ccco2)nc(-c2ccncc2)n1	-2.7%	-3.5%	-10.2%	-9.8%	-13.3%	3.6	6.3%
COc1ccc(-c2cnc3[nH]cc(CC(=O)N4CCN(C)CC4)c3c2)cc1OC	-6.0%[172 µM]	-21.8%[172 µM]	u	i	7.3%[87.6 µM]	-10.1	6.2%[87.6 µM]
COc1ccc(CNC[C@H]2C[C@@H]3CCN2C[C@@H]3c2cc(C3CCCCC3)nn2C)cc1	2.7%[172 µM]	31.6µM*	28.2µM*	i	u	-7.4	-26.2%[87.6 µM]
COc1ccccc1-c1cc([C@H]2CN3CC[C@H]2C[C@@H]3COC(=O)NC2CCCCC2)nc(C)n1	4.7%	11.2µM*	u	-30.6%	u	9.2	-12.5%
Clc1ccccc1C(c1ccccc1)(c1ccccc1)n1cccn1	x	x	x	i	0.5%	x	5.9%
Cc1cccc(Cn2cccc(C(=O)Nc3ccc(F)cc3F)c2=O)c1	x	x	x	x	-15.5%	24.1	7.1%
NCCc1c[nH]c2ccc(C(N)=O)cc12	x	x	x	i	-7.5%	x	-1.1%

Rewritten with values under each structure: entries from further up
Results follow in this order: Luciferase inh	HEK cytotox	NIH3T3 tox	GPT2 inh	SNCA expr inhib	IP6K1 inh	HEK293 viab
Nc1c(C(=O)Nc2ccc(F)c(Cl)c2)sc2nc3c(cc12)N1CCC3CC1
 : x	x	x	x	-2.3%	26.3	u
CN(C)[C@@H]1CN(C(=O)Cc2ccccc2)C[C@H]1CO
 : 2.0%	0.7%	i	1.8%	-1.2%	-10.1	-5.2%
CCC(CC)c1cc([C@H]2CN3CC[C@H]2C[C@@H]3CNC(=O)c2ccco2)nc(-c2ccncc2)n1
 : -2.7%	-3.5%	-10.2%	-9.8%	-13.3%	3.6	6.3%

More compounds follow:
SMILES	Luciferase inh	HEK cytotox	NIH3T3 tox	GPT2 inh	SNCA expr inhib	IP6K1 inh	HEK293 viab
Cc1ccc(-n2c(/C=C\c3ccc(F)cc3)nc3ccccc3c2=O)cc1Cl	x	x	x	x	10.1%	-6.3	6.5%
N#Cc1ccc(CN2CCC3(CC2)C(=O)Nc2ccccc23)cc1	x	u	u	-2.3%	-10.1%	-15.0	-3.3%
CCSc1nnc(NC(=O)c2cccn(Cc3ccccc3Cl)c2=O)s1	x	x	x	x	17.2%	-3.6	10.6%
CC1=NOC2(CCN(CCC(C)C)C2)C1 (stereo unspecified)	-7.7%[230 µM]	u	-28.2%[174 µM]	4.5%[88.5 µM]	40.7%[activator][87.6 µM]	13.9	7.3%[87.6 µM]
CC(C)NC(C)Cc1ccc(I)cc1 (stereo unspecified)	x	x	x	u	-10.7%	x	3.5%
CC(C)(C)C(O)C(Oc1ccc(Cl)cc1)n1cncn1 (stereo unspecified)	x	x	x	1.2%[88.5 µM]	-53.3%	24.7	0.2%
COc1ccc(NC(=O)N2C[C@@H]3C[C@H](C2)c2c(NC(=O)CSC)ccc(=O)n2C3)cc1	-6.7%	i	3.5%	i	10.0%	6.3	2.1%
Nc1cccc(-c2cn(C[C@H]3CC4CCN3C[C@@H]4C(=O)NCc3ccccc3)nn2)c1 (stereo partly specified)	-17.5%[172 µM]	u	u	4.8%[88.5 µM]	4.5%[87.6 µM]	1.7	-17.5%[87.6 µM]
O=[S+]1([O-])NC2(CCN(Cc3ccncc3)C2)COc2ccncc21 (stereo unspecified)	x	4.0%	i	-6.5%	3.9%	1.8	-1.3%
CCNC(=O)Nc1ccc(OCC(=O)N2CCN(CC(C)C)CC2)nc1	7.0%	1.1%	i	i	17.9%	5.0	8.1%
CCCCCCC(C)(C)c1ccc([C@@H]2C[C@H](O)CC[C@H]2CCCO)c(O)c1	x	x	x	-4.4%	5.8%	x	-5.6%
O=C1NC2(CCN(Cc3ccccn3)C2)Oc2ccccc21 (stereo unspecified)	-10.1%[172 µM]	u	-22.9%[138 µM]	3.2%[88.5 µM]	20.0%[87.6 µM]	21.6	u
COc1ccc(-c2ccc(=O)n3c2[C@@H]2C[C@@H](CN(C(=O)NC4CCCCC4)C2)C3)cc1	1.6%[172 µM]	-5.3%[172 µM]	-14.7%[174 µM]	-2.6%[88.5 µM]	-0.7%[87.6 µM]	10.3	-10.8%[87.6 µM]
O=C(Nc1ccc2n(c1=O)C[C@H]1C[C@@H]2CN(C(=O)NC2CCCCC2)C1)c1ccco1	5.1%[172 µM]	-13.2%[172 µM]	89.1µM*	1.7%[88.5 µM]	11.1%[87.6 µM]	-9.4	-27.1%[87.6 µM]
COc1cc2c(cc1OCc1ccncc1)NC(=O)C21CCN(Cc2cccnc2)CC1	-17.2%[172 µM]	u	u	2.4%[88.5 µM]	43.0%[activator][87.6 µM]	-13.9	-8.7%[87.6 µM]
Cn1nc(C2CCCC2)cc1[C@H]1CN2CC[C@H]1C[C@@H]2CNC(=O)c1cccs1	-4.7%[172 µM]	u	u	-21.0%[88.5 µM]	0.0%[87.6 µM]	6.7	-8.5%[87.6 µM]
COc1cc2c(cc1Oc1cccc(N(C)C)c1)NC(=O)C21CCN(CCC(C)C)CC1	-16.0%[172 µM]	u	u	3.0%[88.5 µM]	-31.0%[87.6 µM]	-12.4	13.0%[87.6 µM]
COc1cc2c(cc1OC1CCCC1)NC(=O)C21CCN(c2ncc(C(C)C)cn2)CC1	2.7%[172 µM]	u	u	-7.8%[88.5 µM]	u	-22.8	-5.9%[87.6 µM]
CCNC(=O)NC[C@H]1C[C@@H]2CCN1C[C@@H]2c1cc(-c2ccc3ccccc3c2)nn1C	0.7%[172 µM]	39.8µM*	31.6µM*	i	-9.3%[87.6 µM]	-6.8	u
Cc1cccc(NC(=O)N2[C@H]3CC[C@@H]2c2cnc(-c4ccccc4)nc2C3)c1	0.0%	39.8µM*	u	3.3%	49.0%[activator]	17.7	-0.6%
COc1cc2c(cc1OCC1CC1)NC(=O)C21CCN(c2ncc(F)cn2)CC1	7.0%[172 µM]	u	u	2.8%[88.5 µM]	-25.0%[87.6 µM]	-24.3	-1.4%[87.6 µM]
CCCS(=O)(=O)Nc1ccc(=O)n2c1[C@@H]1C[C@@H](CN(S(=O)(=O)c3ccc(OC)cc3)C1)C2	-2.1%	-1.0%	i	u	1.7%	8.1	-0.4%
CN1CCN(C(=O)Cc2c[nH]c3ncc(-c4ccc(CO)cc4)cc23)CC1	-0.7%[172 µM]	u	25.1µM*	-10.6%[88.5 µM]	19.4%[87.6 µM]	6.4	-7.3%[87.6 µM]
C[C@]12CC[C@H]3[C@@H]([C@H](O)CC4=CC(=O)CC[C@@]43C)[C@@H]1CC[C@@H]2O	x	x	x	i	x	5.9	-8.3%
CC(C)NC(=O)N1C2CCC1CN(Cc1cccnc1)C2	x	-1.9%[172 µM]	i	0.3%[88.5 µM]	12.0%[87.6 µM]	10.1	9.6%[87.6 µM]
CNC(=O)[C@@H]1[C@@H](c2ccccc2)CN2CCN(C(C)=O)C[C@H]12	x	-6.9%	u	x	x	-5.0	x
COCC1CN(Cc2ccsc2)CC12CCNCC2 (stereo unspecified)	-3.6%	-27.7%	u	i	-2.9%	9.5	-13.5%
O=C1CCC[C@@H]2[C@H]3CCCN4CCC[C@@H](CN12)[C@@H]34	x	x	x	-1.2%	9.9%	x	u
COc1ccc(-c2cc([C@H]3CN4CC[C@H]3C[C@@H]4CNC(=O)NC(C)C)n(C)n2)cc1	-10.9%[172 µM]	-27.3%[172 µM]	-29.5%[174 µM]	-2.4%[88.5 µM]	-6.2%[87.6 µM]	3.2	0.6%[87.6 µM]
O=C(c1ccccc1)N1C[C@@H]2C[C@H](C1)c1c(-c3cccnc3)ccc(=O)n1C2	2.2%[172 µM]	-26.8%[172 µM]	-25.8%[174 µM]	u	20.4%[87.6 µM]	17.8	-11.5%[87.6 µM]
Cc1nc(-c2ccco2)cc([C@H]2CN3CC[C@H]2C[C@@H]3CNC2CCOCC2)n1	-20.5%[172 µM]	u	u	-3.6%[88.5 µM]	10.6%[87.6 µM]	4.0	-11.3%[87.6 µM]
CN1C(=S)CN=C(c2ccccc2)c2cc(Cl)ccc21	x	x	x	i	43.5%[25.6 µM]	2.7	-0.5%[23.9 µM]
